CBFb-RUNX1 inh: blocks binding between human CBF-beta and RUNX1 | Q01196+Q13951 | AlphaScreen CBFb-His/RUNX1-biotin binding, biochemical | Potency, µM (top dose mostly 59.8 µM), for inactives: top-dose activity, negative = inhibition, most hits filed as inhibitors | 230,000 tested, under 10 active | AID 1477; note: % of control where 0% means no effect
Target sequence (Q01196 whole entry, looked up): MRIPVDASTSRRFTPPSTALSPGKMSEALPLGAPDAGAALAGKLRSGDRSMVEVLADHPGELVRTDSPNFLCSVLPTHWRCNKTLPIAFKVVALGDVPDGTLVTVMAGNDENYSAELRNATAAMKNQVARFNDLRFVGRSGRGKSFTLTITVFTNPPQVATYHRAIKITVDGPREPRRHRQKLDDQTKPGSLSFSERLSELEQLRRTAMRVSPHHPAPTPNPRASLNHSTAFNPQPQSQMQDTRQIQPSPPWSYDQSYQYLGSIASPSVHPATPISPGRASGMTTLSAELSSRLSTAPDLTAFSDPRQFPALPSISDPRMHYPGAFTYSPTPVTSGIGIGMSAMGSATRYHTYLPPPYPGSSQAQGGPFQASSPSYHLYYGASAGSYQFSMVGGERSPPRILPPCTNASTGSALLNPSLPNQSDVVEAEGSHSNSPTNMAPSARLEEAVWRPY
Target sequence (Q13951 whole entry, looked up): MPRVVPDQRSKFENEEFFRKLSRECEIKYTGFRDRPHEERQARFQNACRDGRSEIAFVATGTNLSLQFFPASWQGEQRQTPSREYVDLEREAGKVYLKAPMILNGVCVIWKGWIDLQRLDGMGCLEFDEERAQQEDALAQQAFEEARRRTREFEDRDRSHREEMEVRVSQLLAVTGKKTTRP
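AlphaScreen binding: CBFb-His and RUNX1-biotin (30 nM each) preincubated 20 min, compound added for 15 min, then nickel and streptavidin beads for 90 min, all at room temperature. Disruption of the interaction by any mechanism counts as activity.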
IMPase Li cell: IMPase inhibition in cells with lithium potentiation. Potency, µM (doses to about 59.4 µM), inactives show top-dose activity, negative = IMPase inhibition, usual class: inhibitors. 210,000 tested, 0.35% active. AID 1457. CHO-M1 cells, IP1 TR-FRET (IP-One), carbachol + lithium;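 note: IP1 builds up when IMPase is blocked and the TR-FRET signal falls; potency is the fitted concentration of half-maximal effect; plate controls were basal vehicle for no effect and high inhibitor control for full effect; nearly all actives have a fitted effect of over 50% in size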
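Readout is a homogeneous TR-FRET IP1 immunoassay (Ex 320, Em 665 and 620), where raised cytosolic IP1 lowers signal. Cells were CHO-M1 treated 30 min at 37C with test compounds plus a little lithium; AC50 values came from Hill-equation fitting.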
aGal spleen mod: inhibitors or activators of human alpha-galactosidase in spleen homogenate. human spleen homogenate, 4MU-alpha-Gal fluorescence, 40 min. Potency, µM (doses to about 80 µM), inactives show at the highest dose activity change, negative = inhibition, hits mostly inhibitors. 240,000 tested, 0.008% active. P06280. AID 2107;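 note: potency is the fitted concentration of half-maximal effect; 0% = enzyme with vehicle and -100% = no enzyme basal signal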
Target sequence (P06280 32-429 limits assumed): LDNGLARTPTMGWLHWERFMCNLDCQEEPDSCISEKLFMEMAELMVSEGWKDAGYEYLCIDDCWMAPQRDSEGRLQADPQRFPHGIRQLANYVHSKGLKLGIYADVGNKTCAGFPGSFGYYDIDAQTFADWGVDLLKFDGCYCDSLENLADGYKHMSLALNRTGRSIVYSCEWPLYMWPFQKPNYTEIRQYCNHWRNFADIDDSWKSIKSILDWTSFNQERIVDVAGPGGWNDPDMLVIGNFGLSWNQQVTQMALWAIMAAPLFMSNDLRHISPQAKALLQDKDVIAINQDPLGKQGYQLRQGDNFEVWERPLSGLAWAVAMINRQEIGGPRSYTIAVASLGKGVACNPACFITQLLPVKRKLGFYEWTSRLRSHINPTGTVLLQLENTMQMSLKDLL
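Fluorogenic readout (Ex 365/Em 440 nm) of 4-methylumbelliferone released from 1 mM 4-MU-alpha-galactoside by spleen homogenate, 40 min at 37C, pH 5.0. Data normalized to no-enzyme and enzyme controls; Hill-equation AC50 from compound titrations.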
LMNA splice mod: LMNA splicing modulation. Potency, µM (top dose mostly 46.1 µM), inactives show at the highest dose ratio change, negative = inhibition, usual class: inhibitors. 200,000 tested, 0.01% active. HeLa LMNA splicing GFP/RFP minigene ratio, 48 h; active = well fitted inhibition curve with a large enough effect in the signal ratio, with a control signal flat, not every such curve was filed as active; inconclusive = small, poorly fitted or top-dose-only effect, or effect the other way, or a change in a side signal; the % refers to the signal ratio; note: potency is the fitted concentration of half-maximal effect; % is set by controls: 0 for no effect and ±100 for the full control effect
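S3 HeLa cells stably expressing lamin A-EGFP splicing minigene plus DsRed2, 600 cells/well, 48 h compound exposure at 37C. Laser-scanning cytometry; analysed as GFP (500-530 nm)/RFP (575-640 nm) total intensity ratio; 0.5% DMSO vehicle.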
Luc counter: Kinase-Glo luciferase inhibition (counter-screen); Q27757; Kinase-Glo luciferase, ATP luminescence, 8 min; Potency, µM (series often up to 38.3 µM), inactives show at the highest dose activity change, negative = inhibition, most hits filed as inhibitors; 200,000 tested, 0.28% active; note: potency is the fitted concentration of half-maximal effect; % is set by controls: 0 for no effect and ±100 for the full control effect; nearly all actives have a fitted effect of over 60% in size
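Light output from Kinase-Glo luciferase with luciferin and 10 uM ATP in 50 mM imidazole pH 7.2, KCl, MgCl2, Tween 20, BSA; compound pin-delivered, 8-min ambient incubation, then luminescence read.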
NPSR antagonist: neuropeptide S receptor (human) antagonism, cAMP. Q6W5P4. CHO-NPSR cells, cAMP TR-FRET, antagonist mode. Potency, µM (top dose mostly 38.3 µM), without a hit: at the top dose activity change, negative = inhibition, actives largely listed as inhibitors. 220,000 tested, 1% active; note: potency is the fitted concentration of half-maximal effect; % is set by controls: 0 for no effect and ±100 for the full control effect; nearly all actives have a fitted effect of over 50% in size; many of its hits are not listed in these tables
Epigenetic reg: epigenetic control regulation, reporter derepression | 280,000 tested, 0.2% active | murine LDR cells, GFP reporter derepression, 30 h | AID 1865 | Potency, µM (top dose mostly 53.9 µM), without a hit: top-dose GFP activation, most hits filed as activators; note: potency is the fitted concentration of half-maximal effect; % of control where 0% means no effect; nearly all actives have a fitted effect of over 60% in size
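In this reporter-derepression format, murine cells bearing a silenced integrated CMV-GFP locus incubate with test compound (30 h, 37 C), then are washed and imaged; fluorescent objects of 20–120 um count as induced cells.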
* hit, by the source's call; ? = inconclusive; · = no result given; & = joins results of further samples; [ ] = another dose, or the depositor's remark. Unless noted, calls come from the whole dose curve; as a rule, active = well fitted curve in the direction sought with a large enough effect; inconclusive = small, poorly fitted or top-dose-only effect, or another doubt; inactive = no such curve, though single readings can be large; an effect the other way counts as inactive or inconclusive. These rows are one share of the data. The share of hits here may be higher or lower than overall.

SMILES	CBFb-RUNX1 inh	IMPase Li cell	aGal spleen mod	LMNA splice mod	Luc counter	NPSR antagonist	Epigenetic reg
COc1ccc2c(c1)-c1nc(/N=C/c3ccc(O)cc3)sc1CC2	-7%	1%	4%	-5%	2%	16%	-1.6%
CC1(C)CC2=C(CO1)C(=S)NC(c1ccccc1)N2CC1CCCO1 (stereo not given)	9%	·	5%	·	·	21%	3.0%
CCN(CC)S(=O)(=O)c1cc(NS(=O)(=O)c2cc(Cl)ccc2Cl)ccc1C	-1%	4%	9%	?	2%	-20%	0.1%
COc1ccc(S(=O)(=O)Nc2ccc(-n3cccc3)cc2)cc1	·	-7%	-4%	·	1%	0%	0.9%
Cc1cc(=O)[nH]c(SCC(=O)Nc2ccc(F)c([N+](=O)[O-])c2)n1	8%	-21%	0%	-7%[46 µM]	3%	-14%	-0.3%
CCC(C)C(NC(=O)c1ccc(Cl)cc1Cl)C(=O)O (stereo not given)	4%	0%	-3%	1%	0%	7%	-6.1%
COC(=O)Cc1[nH]n(-c2ccccc2)c(=O)c1C=Nc1ccc(C)cc1	5%	·	2%	·	·	-7%	-1.0%
COCc1cccc(N2C(=O)CC(C3C=C(C)C4C(=O)N(c5cccc(COC)c5)C(=O)C4C3)C2=O)c1 (stereo not given)	-6%	-2%	-2%	·	0%	1%	2.2%
COc1ccccc1N/N=C(\C#N)C(=N)N1CCOCC1	-5%	-3%	-7%	·	-1%	-21%	-1.6%
CC(=O)c1cc(-c2ccccc2)[nH]c1N1CCOCC1	2%	28%[38.3 µM]	3%	-6%	-4%	-29%[46.1 µM]	0.8%
COCc1cc(C)nc(SCC(=O)Nc2ccc(C)c(C)c2)c1C#N	7%	?	-1%	-12%	4%	-16%[46.1 µM]	-16%
O=C(Nc1ccccc1Cl)N1CCSc2ccccc21	3%	3%	-12%	-11%[46 µM]	7%	-9%	-0.7%&-1.2%
O=C(c1c[nH]c2ccccc12)N1CCOCC1	-16%	-8%	-13%	3%[46 µM]	-1%	11%	-2.5%
COC(=O)C1C(=O)C=C(Nc2ccc(F)cc2)CC1c1ccc(OC)cc1 (stereo not given)	-1%	6%	4%	-3%	-5%	3%	0.0%
CSc1ccc(-c2nnn(Cc3ccc(C)cc3)n2)cc1	28%	21%[38.3 µM]	1%	?	14%	-15%[46.1 µM]	0.8%
Cc1ccc(NC(=O)Nc2cccs2)c(Cl)c1	10%	2%[38.3 µM]	-1%	?	-4%	-22%[46.1 µM]	-0.2%
CCCCc1c(C)c(C#N)c2nc3ccccc3n2c1Nc1c(C)n(C)n(-c2ccccc2)c1=O	4%	1%[38.3 µM]	7%	1%	0%	?	-0.2%
COc1cccc(-n2nc(-c3ccnn3-c3ccc(F)cc3)c(=O)n(C)c2=O)c1	1%	2%[38.3 µM]	-3%	4%	2%	-13%[46.1 µM]	6.7%
O=C1CC(N2CCN(C(c3ccccc3)c3ccccc3)CC2)C(=O)N1Cc1ccc(N2CCCC2=O)cc1 (stereo not given)	-14%	-7%[38.3 µM]	-14%	6%	0%	-28%[46.1 µM]	0.9%
COc1ccc(C(CC(=O)NC(C)(C)C)n2cccc2)cc1 (stereo not given)	-2%	-14%[38.3 µM]	-7%	8%	3%	-18%[46.1 µM]	-1.7%
CN(C)S(=O)(=O)c1cccc(NC(=O)COC(=O)c2ccc([N+](=O)[O-])o2)c1	-5%	-1%	4%	6%	3%	13%	-3.0%
CCOc1ccc(-c2cc3nc(C4CCN(C(=O)OC(C)(C)C)CC4)c(C(=O)O)cn3n2)cc1	5%	-12%[38.3 µM]	-4%	19%	0%	?	-0.9%
Cc1ccc(S(=O)(=O)CC(=O)Nc2ccc(F)c(F)c2F)cc1	-4%	·	-9%	·	·	-11%	-0.3%
C=CCOc1cccc(C2C(C(=O)c3cccs3)=C(O)C(=O)N2Cc2cccnc2)c1 (stereo not given)	14%	-5%	-3%	?	0%	-6%	1.1%
CC(=O)Nc1ccc(NC(=O)C(=O)N/N=C/c2cccnc2)cc1	17%	·	7%	·	·	21%	0.1%
Cn1c(C(=O)Nc2ccc3c(c2)OCCO3)cc2c(=O)n(C)c3ccccc3c21	-14%	14%[38.3 µM]	-7%	?	19%	-26%[46.1 µM]	0.8%
Cc1ccc(CN2CCN(Cc3cnn(-c4ccc(F)cc4)c3)CC2CCO)o1 (stereo not given)	0%	11%	6%	10%[46 µM]	-1%	-5%	2.4%
O=C(c1ccc(Cl)c([N+](=O)[O-])c1)N(Cc1ccc(F)cc1)C1CCS(=O)(=O)C1 (stereo not given)	6%	·	4%	·	·	11%	2.5%
Cc1ccc(CNC(=O)Cc2cccs2)cc1	3%	14%[38.3 µM]	5%	8%	-3%	2%[46.1 µM]	0.0%
C#C[C@]1(O)CC[C@H]2[C@@H]3CCc4cc(O)ccc4[C@H]3CC[C@@]21C	-5%	12%&-4%&8%	-5%&0%&3%	?	1%	14%	3.0%&-1.0%

In another format: 2 of the compounds above.
canonical_smiles | CBFb-RUNX1 inh | IMPase Li cell | aGal spleen mod | LMNA splice mod | Luc counter | NPSR antagonist | Epigenetic reg
Cn1c(C(=O)Nc2ccc3c(c2)OCCO3)cc2c(=O)n(C)c3ccccc3c21 | -14% | 14%[38.3 µM] | -7% | ? | 19% | -26%[46.1 µM] | 0.8%
Cc1ccc(CN2CCN(Cc3cnn(-c4ccc(F)cc4)c3)CC2CCO)o1 (stereo not given) | 0% | 11% | 6% | 10%[46 µM] | -1% | -5% | 2.4%

Further compounds:
SMILES	CBFb-RUNX1 inh	IMPase Li cell	aGal spleen mod	LMNA splice mod	Luc counter	NPSR antagonist	Epigenetic reg
CC1CCCCN1CC(=O)c1c(N)n(Cc2ccccc2)c(=O)n(C)c1=O (stereo not given)	5%	-1%	-18%	-7%[46 µM]	-1%	6%	-0.3%
O=C(NNC(=O)c1sccc1-n1cccc1)Nc1ccc(F)cc1	6%	-13%	5%	13%[9.22 µM]	3%	-5%	-2.7%
COC(=O)c1ccc(C23CC4(C2)[C@H](CN(C)[C@@H]4c2ccccc2)C3c2ccc(C(F)(F)F)cc2)cc1 (stereo not given in full)	10%&11%	-1%	7%&8%	·	0%	-19%	0.5%&4.7%
CCOCCCNC(=S)NCCCNc1nc2cc3c(cc2cc1C#N)OCO3	13%	4%	29%	-9%	0%	14%[46.1 µM]	-4.6%
NS(=O)(=O)c1cc2c(cc1Cl)NC(C1CC3C=CC1C3)NS2(=O)=O (stereo not given)	13%	11%	-8%	?	-2%	-17%[46.1 µM]	1.2%
CN(C)C(=O)NC(O)C(Cl)Cl (stereo not given)	0%	15%[38.3 µM]	5%	10%	-3%	7%[46.1 µM]	-0.7%
CCOc1ccc2[nH]c(=O)c(CN(Cc3nnnn3CCc3ccccc3)CC3CCCO3)cc2c1 (stereo not given)	1%	17%	-1%	1%	1%	-13%[46.1 µM]	-0.8%
Cc1cc(NC(=O)c2noc3c2CCCC3)n(-c2ccccc2)n1	4%	23%[38.3 µM]	-9%	-7%	0%	-15%[46.1 µM]	-1.1%
COC(=O)C1=NN(c2ccccc2)C2(S1)SC(C(C)=O)=C(C)N2c1ccccc1 (stereo not given)	?	17%[38.3 µM]	2%	3%[0.0737 µM]	5%	?	-2.0%
Cc1cc2nc(-c3ccncc3)cc(C(F)(F)F)n2n1	4%	2%	-5%	3%[46 µM]	-1%	3%	0.0%

Arranged by value in Epigenetic reg (smallest number first): three of the compounds above
molecule | Epigenetic reg
Cc1cc(NC(=O)c2noc3c2CCCC3)n(-c2ccccc2)n1 | -1.1%
CCOc1ccc2[nH]c(=O)c(CN(Cc3nnnn3CCc3ccccc3)CC3CCCO3)cc2c1 (stereo not given) | -0.8%
CC1CCCCN1CC(=O)c1c(N)n(Cc2ccccc2)c(=O)n(C)c1=O (stereo not given) | -0.3%

Just LMNA splice mod, Luc counter and aGal spleen mod (5 entries from above):
smiles | LMNA splice mod | Luc counter | aGal spleen mod
COCc1cc(C)nc(SCC(=O)Nc2ccc(C)c(C)c2)c1C#N | -12% | 4% | -1%
COc1ccc(C(CC(=O)NC(C)(C)C)n2cccc2)cc1 (stereo not given) | 8% | 3% | -7%
O=C(c1c[nH]c2ccccc12)N1CCOCC1 | 3%[46 µM] | -1% | -13%
CCCCc1c(C)c(C#N)c2nc3ccccc3n2c1Nc1c(C)n(C)n(-c2ccccc2)c1=O | 1% | 0% | 7%
Cc1ccc(S(=O)(=O)CC(=O)Nc2ccc(F)c(F)c2F)cc1 | · | · | -9%

Continuation:
SMILES	CBFb-RUNX1 inh	IMPase Li cell	aGal spleen mod	LMNA splice mod	Luc counter	NPSR antagonist	Epigenetic reg
CCOC(=O)c1ccc(N(C(=O)c2cnccn2)C(C(=O)NC2CCCCC2)c2cn(C)nc2C)cc1 (stereo not given)	-2%	8%[38.3 µM]	0%	6%	1%	-4%[46.1 µM]	4.8%
CCOC(=O)c1c(C)oc2ccc(NS(=O)(=O)c3cccs3)cc12	-2%	-3%[38.3 µM]	17%	4%	-2%	?	-4.2%
Cc1c(C(=O)Oc2cccc3cccnc23)oc2ccccc12	-16%	8%	-2%	·	0%	-40%	?
Cc1cc(C)cc(N2C(=O)CCN(Cc3ccccc3)C2=O)c1	10%	·	1%	·	·	2%	-1.1%
CCC(C)NC(=O)COC(=O)c1cccnc1Nc1ccccc1F (stereo not given)	13%	7%	5%	3%	1%	-2%	1.0%
COCCCNC(=O)CCSc1ccc(C)cc1	-2%	4%	-3%	5%	-4%	0%	-1.0%
COc1ccccc1Oc1nc(C)c(C(C)=O)cc1C#N	25%	5%	4%	18%[46 µM]	4%	7%	-2.8%
O=C(COC(=O)c1ccccc1O)NCCC1=CCCCC1	6%	-1%	5%	-12%[46 µM]	1%	-1%	2.0%
N=c1c2c(-c3ccccc3)c(-c3ccccc3)n(Cc3ccco3)c2ncn1CCCN1CCOCC1	-6%	20%	-3%	?	-4%	?	-0.6%
c1cc2c(nn1)CCc1nonc1-2	5%	-9%[38.3 µM]	1%	8%	-1%	7%[46.1 µM]	0.0%
CCOc1ccccc1N1CCN(S(=O)(=O)c2ccc(Cl)s2)CC1	11%	35%[38.3 µM]	-2%	-5%	1%	?	-2.1%
COc1ccc(-c2ccc(SCC(=O)c3cccs3)nn2)cc1	-3%	15%	0%	?	1%	0%	1.1%

Screens from PubChem BioAssay.
